# GDH-TPI counter = GDH-TPI coupled enzyme inhibition counter-screen. GDH-TPI coupled enzyme counterscreen, NADH absorbance. inhibition, % at 4.8 µM. hit rate 1.2% among 360,000;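 further: 0% = DMSO wells and 100% = wells lacking the enzyme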
# BioA inh = inhibitors of Mycobacterium tuberculosis BioA enzyme | hit rate 0.096% among 360,000 | purified M. tuberculosis BioA enzyme, plate reader | inhibition, % at 9.99 µM; in the data active means inhibition above about 40%; inconclusive means no clear call, values can overlap the other calls
# BoNT F protease = inhibitors of Botulinum neurotoxin F light chain protease. Multiplex microsphere protease cleavage assay, flow cytometry. inhibition, % at 10 µM. hit rate 0.22% among 360,000. AID 588497; in the data active means inhibition above about 35%, passing the limit was not always enough; inconclusive means no clear call, values can overlap the other calls; further: plate controls were buffer without enzyme for full effect and enzyme alone for no effect
# PrPC TRFRET = reduces human prion protein on the cell surface; P04156; cell surface PrPC, TR-FRET read-out; hit rate 0.43% among 370,000; inhibition, % at 13.8 µM; in the data active means inhibition above about 24%; further: 0% = median of the test wells and 100% = reference compound wells
# BoNT-A LC inh2 = inhibitors of Botulinum neurotoxin A light chain protease; multiplex microsphere protease substrate cleavage, flow cytometry; inhibition, % at 10 µM; hit rate 0.17% among 360,000; AID 588499; in the data active means inhibition above about 30%; inconclusive means no clear call, values can overlap the other calls; further: plate controls were buffer without enzyme for full effect and enzyme alone for no effect
# CCHFV vOTU inh = blocks the CCHF virus ovarian tumor domain protease. hit rate 0.55% among 370,000. inhibition, % at 11.5 µM. CCHFV vOTU protease, Pep-AMC fluorescence. AID 651958; further: 0% = vehicle wells with enzyme and 100% = no enzyme wells
# UGM FP inh = blocks M. tuberculosis UGM enzyme; AID 504406; purified UGM, fluorescence polarization probe displacement; hit rate 0.06% among 320,000; inhibition, % at 10 µM; in the data active means inhibition above about 10%, passing the limit was not always enough; inconclusive means no clear call, values can overlap the other calls
# Target sequence (P9WIQ1 whole entry, looked up): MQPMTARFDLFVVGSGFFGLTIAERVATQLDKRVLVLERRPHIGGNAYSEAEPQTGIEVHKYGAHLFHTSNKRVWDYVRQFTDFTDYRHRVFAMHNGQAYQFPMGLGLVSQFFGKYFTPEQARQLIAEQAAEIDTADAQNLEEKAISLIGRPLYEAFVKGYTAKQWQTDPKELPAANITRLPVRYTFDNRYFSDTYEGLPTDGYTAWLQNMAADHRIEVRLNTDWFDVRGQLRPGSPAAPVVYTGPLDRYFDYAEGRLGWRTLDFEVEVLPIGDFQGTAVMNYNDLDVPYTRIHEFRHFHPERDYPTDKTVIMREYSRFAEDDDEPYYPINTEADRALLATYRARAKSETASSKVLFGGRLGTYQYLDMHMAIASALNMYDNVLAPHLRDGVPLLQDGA
# FadD28 binding = inhibitors of Mycobacterium tuberculosis FadD28 bisubstrate binding. inhibition, % at 12.5 µM. FadD28 bisubstrate probe binding, fluorescence polarization. AID 588549. hit rate 0.22% among 360,000; in the data active means inhibition above about 8.5%, passing the limit was not always enough; inconclusive means no clear call, values can overlap the other calls
# FBA Mtb inh = inhibits M. tuberculosis FBA enzyme; purified M. tuberculosis FBA, fluorescence read-out; hit rate 2.3% among 360,000; inhibition, % at 1 µM; AID 588726; P9WQA3; in the data active means inhibition above about 27%;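 further: 0% = vehicle and 100% = reference inhibitor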
# Target sequence (P9WQA3 whole entry, looked up): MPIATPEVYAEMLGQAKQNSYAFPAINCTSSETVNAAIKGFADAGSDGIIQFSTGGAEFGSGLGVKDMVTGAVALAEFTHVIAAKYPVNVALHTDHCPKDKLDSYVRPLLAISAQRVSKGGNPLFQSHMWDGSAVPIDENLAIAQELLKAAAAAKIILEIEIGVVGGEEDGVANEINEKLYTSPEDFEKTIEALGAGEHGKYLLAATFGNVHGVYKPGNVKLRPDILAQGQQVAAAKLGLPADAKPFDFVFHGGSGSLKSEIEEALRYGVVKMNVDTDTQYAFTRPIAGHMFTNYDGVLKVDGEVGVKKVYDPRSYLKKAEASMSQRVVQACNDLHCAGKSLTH
# Starred values were filed as active, the others as inactive; u = inconclusive; x = not tested or not shown. Unless noted, no stated cut-off is given here; in the data, active means inhibition above about 30%; inactive means the rest.
SMILES,GDH-TPI counter,BioA inh,BoNT F protease,PrPC TRFRET,BoNT-A LC inh2,CCHFV vOTU inh,UGM FP inh,FadD28 binding,FBA Mtb inh
Cc1ccc(S(=O)(=O)N2CCOCC2)cc1NC(=O)COC(=O)C1COc2ccccc2O1 (configuration not stated),0,0.9,-3,3,0.3,-10,-1.1,-3.4,-6
Cc1csc(CNC(=O)CC2C(=O)NCCN2Cc2ccc(F)cc2Cl)n1 (configuration not stated),-5,-0.3,4,-10,-0.9,-3,0.6,-4.2,3
COc1ccc(C(=O)NC=C2C(=O)OC(C)(C)OC2=O)cc1,1,x,2,-6,0.1,-11,0.4,0.5,-1
N#Cc1c(N)nc(N)nc1Nc1ccc(Br)cc1,11,x,u,-4,2.0,11,0.6,-6.9,0
CCOC(=O)N1CCN(S(=O)(=O)c2ccc(OC)c(Br)c2)CC1,13,-0.5,9,-1,1.4,20,-1.5,0.5,0
COc1cc(/C=C/C(=O)O)cc(S(=O)(=O)Nc2ccccc2SC)c1OC,5,x,-4,-6,0.8,-14,1.7,-1.7,-1
COc1ccc(S(=O)(=O)N2CCCC2)cc1C(=O)N1CCOCC1,7,x,4,2,-0.4,-3,0.3,-3.4,-1
CC1CCCC(C)N1C(=O)CSc1nnc(-c2ccco2)n1C (configuration not stated),3,0.4,-11,-4,-0.6,7,-1.2,-0.9,5
Nn1c(-c2ccccc2Cl)nnc1-c1ccccc1Cl,4,0.3,-4,2,0.3,1,-1.4,0.0,-3
COc1ccc(S(=O)(=O)Nc2ccccc2SC)cc1C,-8,-2.4,-1,2,-0.8,-2,1.2,-0.2,-1

# Overlap with the part before: 2 compounds, followed by the next part.
SMILES,GDH-TPI counter,BioA inh,BoNT F protease,PrPC TRFRET,BoNT-A LC inh2,CCHFV vOTU inh,UGM FP inh,FadD28 binding,FBA Mtb inh
Nn1c(-c2ccccc2Cl)nnc1-c1ccccc1Cl,4,0.3,-4,2,0.3,1,-1.4,0.0,-3
COc1ccc(S(=O)(=O)Nc2ccccc2SC)cc1C,-8,-2.4,-1,2,-0.8,-2,1.2,-0.2,-1
Cc1c(Cl)cccc1NC(=S)N(CCCN1CCOCC1)Cc1ccco1,0,x,-3,-3,0.1,3,3.1,-1.4,4
O=C1CC(N2CCN(c3cccc(C(F)(F)F)c3)CC2)C(=O)N1c1ccc(F)cc1 (configuration not stated),10,1.4,-2,3,-0.2,15,-0.3,-2.8,-1
COc1ccc(N(CC(=O)Nc2ccccc2C(F)(F)F)C2=NC3CS(=O)(=O)CC3S2)cc1 (configuration not stated),3,-1.1,-1,7,-0.1,2,0.9,-1.9,0
CCCCOC(=O)CSc1nc(N)c(C#N)c(-c2ccc(OC)cc2)c1C#N,28,-2.9,-9,-3,0.8,10,0.3,-1.4,-1
CC(=O)Nc1ccc(NC(=O)CSCc2ccccc2Cl)cc1,-4,-0.4,17,5,-2.5,-4,1.1,-1.6,2
CC(C(=O)NC(C)(C)C)N(Cc1cccs1)C(=O)CCN1CCc2ccccc21 (configuration not stated),2,x,-2,9,0.3,7,1.4,-4.2,-2
Cc1ccc(N(Cc2cc3cccc(C)c3[nH]c2=O)S(=O)(=O)c2ccccc2)c(C)c1,3,1.7,-3,x,-0.6,x,-0.2,-2.0,2
CC(C)(C)c1ccc(CS(=O)(=O)CC(O)CN2CCCC2=O)cc1 (configuration not stated),-1,0.3,u,9,-2.8,-14,0.3,-2.4,0
COc1cccc(OC)c1C(=O)Nc1ccc(CN2CCOCC2)cc1,2,-0.2,-10,-2,-0.9,6,-0.3,1.3,2
CCc1nnc(NC(=O)c2ccc(S(=O)(=O)N3CCCC(C)C3)cc2)s1 (configuration not stated),-2,-2.6,0,0,-0.3,-5,-2.1,0.5,1
COc1ccc(C(CNC(=O)c2oc3cc(C)c(C)cc3c2C)N2CCCCC2)cc1 (configuration not stated),-2,-1.9,1,5,-0.3,6,0.1,0.4,-2
CN(C)C(=O)CSc1nnc(-c2cc(-c3cccs3)nc3ccccc23)o1,18,-0.9,1,-3,1.9,-8,1.6,-1.0,27
C[C@H]1COc2cc(N3CCN(C)CC3)ccc2S(=O)(=O)N1,x,x,-13,2,-1.2,-5,x,x,x
O=C1NC(=O)/C(=C\c2ccc(Br)o2)S1,25,-3.7,10,-9,1.2,17,5.8,-1.3,8
CC(=O)Nc1ccc(NC(=O)c2sc3nc4n(c(=O)c3c2C)CCCCC4)cc1,10,x,2,1,-0.4,0,0.4,2.2,5
CCn1ncc(/C=C/C(=O)NCc2cnn(C)c2C)c1C,-12,-0.2,-3,-6,0.1,-14,0.3,-1.8,2
Cc1cc(/C=N/NC(=O)c2ccc(O)cc2)c(C)n1CC(C)C,47*,-1.5,-2,0,0.2,9,-0.5,-1.1,4
Cc1nn(Cc2ccccc2Cl)c(C)c1NC(=O)/C=C/c1cnn(C)c1,-6,5.1,7,-2,1.3,-6,-2.0,-1.3,1
NNC(=O)CSCc1nc(-c2ccc(Cl)cc2)cs1,4,1.7,x,3,x,-1,-0.8,-1.2,1
N#C/C(=C\c1cn[nH]c1-c1ccc(Cl)cc1)C(=O)NCc1ccccc1,15,1.8,-2,6,-1.0,7,-2.5,-7.0,0

# Profiles from above. Values in the order: GDH-TPI counter, BioA inh, BoNT F protease, PrPC TRFRET, BoNT-A LC inh2, CCHFV vOTU inh, UGM FP inh, FadD28 binding, FBA Mtb inh
# O=C1NC(=O)/C(=C\c2ccc(Br)o2)S1 reads 25, -3.7, 10, -9, 1.2, 17, 5.8, -1.3, 8
# CN(C)C(=O)CSc1nnc(-c2cc(-c3cccs3)nc3ccccc23)o1 reads 18, -0.9, 1, -3, 1.9, -8, 1.6, -1.0, 27
# CCn1ncc(/C=C/C(=O)NCc2cnn(C)c2C)c1C reads -12, -0.2, -3, -6, 0.1, -14, 0.3, -1.8, 2
# NNC(=O)CSCc1nc(-c2ccc(Cl)cc2)cs1 reads 4, 1.7, x, 3, x, -1, -0.8, -1.2, 1
# Cc1nn(Cc2ccccc2Cl)c(C)c1NC(=O)/C=C/c1cnn(C)c1 reads -6, 5.1, 7, -2, 1.3, -6, -2.0, -1.3, 1

# Remaining list, next part.
SMILES,GDH-TPI counter,BioA inh,BoNT F protease,PrPC TRFRET,BoNT-A LC inh2,CCHFV vOTU inh,UGM FP inh,FadD28 binding,FBA Mtb inh
O=C1/C(=C2\C(=O)N(Cc3ccc(F)cc3)c3ccccc32)SC(=S)N1CCS(=O)(=O)O,17,-1.3,-10,-8,-1.4,-5,-0.1,-0.8,-9
Cc1[nH]c2ccccc2c1/C=N/NC(=O)c1cccc(Br)c1,13,0.9,-63,x,4.8,x,-2.5,-2.2,0
COc1cccc2cc(-c3ccccc3)oc12,-1,-0.5,x,0,x,-5,0.2,0.3,10
CC(C)(C)c1ccc(NC(=O)COC(=O)C2=COCCO2)cc1,-9,x,4,5,-0.6,13,2.1,-2.8,-1
COc1cc(NC(=S)NCCN2CCOCC2)cc(OC)c1,7,x,-4,-2,-0.6,-8,0.0,-0.6,2
CCOC(=O)N1CCN(C(=O)C2CCC(=O)N(CCCN3CCCC3=O)C2)CC1 (configuration not stated),2,0.2,-5,-5,0.2,9,-1.7,-0.3,-1
COC(=O)c1cc(NC(=O)c2ccc(Cn3cc(Cl)cn3)o2)cc(C(=O)OC)c1,2,-3.3,9,-6,0.9,5,0.6,0.9,2
Cc1cc(C(=O)C(=O)O)c(C)n1-c1ccc(Cl)c(Cl)c1,9,-0.2,-8,0,-0.6,8,-2.9,-1.3,2
Cc1ccc(S(=O)(=O)N2CCCN(c3nc4cc(C)ccc4cc3C#N)CC2)cc1,17,-2.7,32,4,40*,1,2.6,-1.7,13
CC(=O)N1CC(C)c2scc(C)[n+]2-c2ccccc21 (configuration not stated),5,x,9,-4,0.4,-15,0.3,-1.0,5
COc1ccc(C(=O)/C=C/N(C)C)cc1OC,34*,14,-1,-4,-0.6,10,0.2,-5.1,0
Cc1nc(CN(C)C(=O)C2CCC(=O)N(CCc3cccc(F)c3)C2)cs1 (configuration not stated),-2,0.8,-1,-1,-1.6,-5,-0.7,-3.8,-2
COCCn1c(SCC(=O)Nc2c(C)n(C)n(-c3ccccc3)c2=O)nnc1-c1ccncc1,1,-0.9,2,8,-0.9,-2,6.4,-0.1,5
O=C(CSc1nnc(CNC(=O)c2ccccc2)o1)Nc1ccc2c(c1)OCCO2,5,-0.5,-7,5,-1.2,-7,0.1,-0.6,3
COc1ccc(S(=O)(=O)N(CC(=O)O)c2ccccc2)cc1,5,-1.2,-3,0,-0.3,-8,1.9,-0.5,0
CN1CCN(c2ccc([N+](=O)[O-])c3no[n+]([O-])c23)CC1,-2,-33,2,3,2.7,35*,1.9,0.8,-10
Cc1ccc(N2C(=O)N(CC(=O)Nc3ccc(C)cc3[N+](=O)[O-])C(=O)C2C)cc1 (configuration not stated),-9,1.0,-12,-14,-15,-3,-0.5,-2.8,0
O=C(NCc1ccccc1Cl)C1CCN(S(=O)(=O)c2cccs2)CC1,5,2.1,-11,-3,-1.6,-14,0.7,-1.1,3
COc1ccc(OCC(Cn2cnc3ccccc32)OC(C)=O)cc1 (configuration not stated),-4,x,-4,4,-0.8,9,1.0,-1.8,2
CCOc1ccc(NC(=O)c2cnccn2)cc1,4,9.7,-6,-8,-0.6,12,3.3,0.7,9
COC(=O)c1ccc(COc2ccc(CNCc3ccc(Cl)cc3)cc2)cc1,14,-1.2,-6,4,-4.8,-12,0.4,x,-4
COc1ccc(C(=O)C2CCCN(Cc3ccon3)C2)cc1OC (configuration not stated),0,x,-2,4,-1.2,10,-0.3,-2.6,-2
Nc1ccccc1C(=O)NCc1ccco1,1,-2.1,9,2,-3.2,-33,1.2,-0.9,52*
Cc1c(NC(=O)CN2C(=O)C3C4C=CC(C4)C3C2=O)c(=O)n(-c2ccccc2)n1C (configuration not stated),6,-1.3,-19,-3,-0.6,3,0.0,-0.8,1
Cc1ccc(C2C(C(=O)c3cccs3)=C(O)C(=O)N2c2nnc(C)s2)cc1 (configuration not stated),17,x,-3,3,0.6,0,7.9,-2.2,2
COc1ccccc1CNC(=O)C(=O)NCCC1CCCCN1S(=O)(=O)c1ccccc1 (configuration not stated),-4,0.5,2,5,2.7,-10,-0.3,-0.1,3
Cc1ccc(C(=O)Nc2ccc3c(c2)C(=O)NC3=O)cc1,3,-0.2,-1,5,-1.1,-15,0.6,1.3,16
COC(=O)c1ccc(NC(=S)Nc2cccc(C)n2)cc1,1,x,-3,8,-0.3,7,-3.8,-2.8,-5
CC(C)C[C@H]1CNC(=S)N1CC1CCN(CCCC2CCCCC2)CC1,8,5.1,2,0,-0.3,-1,x,-0.2,2
CCOC(=O)C1(Cc2cccc(Cl)c2)CCCN(C(=O)c2cn[nH]c2)C1 (configuration not stated),-1,-0.2,-12,10,-4.9,-5,-0.1,1.1,4
Cn1cnnc1SCC(=O)NC1CCCN(Cc2ccccc2F)C1 (configuration not stated),1,-1.0,-2,-4,-2.4,3,-0.1,-2.7,-6
CN=C(Nc1ccc2c(c1)OCO2)SC1CC(=O)N(c2ccccc2)C1=O (configuration not stated),9,6.7,-1,0,0.0,0,0.4,-2.3,0
COc1ccc(N(CC(=O)Nc2ccccc2C(=O)N2CCCC2)S(=O)(=O)c2ccccc2)cc1,0,-0.3,9,-2,5.0,6,3.0,-3.2,-1
COc1ccc(-c2csc(/C(C#N)=C/Nc3ccc4c(c3)OCCO4)n2)cc1,2,x,0,6,0.6,7,-2.0,-3.8,-2
O=C(O)C1CC(=O)N(c2ccc3c(c2)OCCO3)C1 (configuration not stated),10,-0.6,-10,4,-0.2,15,1.0,-3.5,-3
O=S(=O)(c1ccccc1)c1nc(-c2ccco2)oc1N1CCOCC1,2,x,-1,-3,-0.3,-8,1.3,1.3,1
Cc1ccc(C(=O)NN2C(=O)CSC2=S)cc1,12,x,-5,0,-0.1,-4,1.1,0.1,2
Cc1ccc(C)c(-c2nnc(NC(=O)C3=COCCO3)o2)c1,8,x,9,-5,0.5,-6,0.7,-1.2,1
O=P(OCC1CCCO1)(OCC1CCCO1)OCC1CCCO1 (configuration not stated),11,x,4,-2,0.0,-1,x,1.9,4
Cc1c(NC(=O)C(C)OC(=O)/C=C/c2ccccc2)c(=O)n(-c2ccccc2)n1C (configuration not stated),-7,x,-6,6,0.2,6,-1.0,-2.7,-3

# High-throughput results from PubChem BioAssay.

# No enrichment for hits (roughly 4.8% active in at least one column).
